# mIAP inh – blocks mouse intestinal alkaline phosphatase; purified mouse IAP, CDP-Star luminescence, 30 min; inhibition, % at 10 µM; hit rate 0.2% among 330,000;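 active = inhibition of at least 40% at 10 µM in the primary screen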;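 also: plate controls were DMSO with enzyme for no effect and no enzyme wells for full effect; values of inactives mirror those of a sister screen read the other way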
# HKDC1 inh – blocks human hexokinase HKDC1 activity. Q2TB90. inhibition, % at 20 µM. hit rate 0.16% among 340,000. recombinant HKDC1, G6PDH/diaphorase resazurin coupled fluorescence;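 active = inhibition above about 35% when tested at 20 µM, limit read from the data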;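 also: plate controls were DMSO wells with enzyme for no effect and DMSO wells lacking enzyme for full effect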
# Target sequence (Q2TB90 whole entry, looked up): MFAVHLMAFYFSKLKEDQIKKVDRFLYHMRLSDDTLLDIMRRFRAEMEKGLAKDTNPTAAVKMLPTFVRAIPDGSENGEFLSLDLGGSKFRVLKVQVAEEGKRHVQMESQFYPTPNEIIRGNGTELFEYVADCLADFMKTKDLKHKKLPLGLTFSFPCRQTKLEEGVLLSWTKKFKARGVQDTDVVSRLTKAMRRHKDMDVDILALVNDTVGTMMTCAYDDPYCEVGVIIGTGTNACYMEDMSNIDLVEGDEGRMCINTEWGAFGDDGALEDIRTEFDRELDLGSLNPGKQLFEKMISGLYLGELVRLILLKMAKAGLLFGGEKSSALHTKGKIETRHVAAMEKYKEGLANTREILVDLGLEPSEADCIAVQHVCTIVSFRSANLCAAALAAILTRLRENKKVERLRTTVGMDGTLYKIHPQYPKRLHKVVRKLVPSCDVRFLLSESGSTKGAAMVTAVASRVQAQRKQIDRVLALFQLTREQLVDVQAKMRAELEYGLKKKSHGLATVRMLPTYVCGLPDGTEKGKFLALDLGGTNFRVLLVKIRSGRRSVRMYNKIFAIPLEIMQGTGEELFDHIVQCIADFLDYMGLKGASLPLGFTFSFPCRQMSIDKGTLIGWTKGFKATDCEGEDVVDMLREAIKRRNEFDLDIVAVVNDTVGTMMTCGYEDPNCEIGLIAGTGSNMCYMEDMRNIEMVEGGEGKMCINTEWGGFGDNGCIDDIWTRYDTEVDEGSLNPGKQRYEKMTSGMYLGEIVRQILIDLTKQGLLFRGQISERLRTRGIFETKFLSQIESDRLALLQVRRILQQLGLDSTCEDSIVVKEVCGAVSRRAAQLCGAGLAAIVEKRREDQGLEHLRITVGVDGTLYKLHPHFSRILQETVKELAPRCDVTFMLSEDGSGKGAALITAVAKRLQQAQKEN
#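 Material: recombinant HKDC1 hexokinase; Amount: HKDC1 at 5 µg/mL; Medium: Tris pH 8.0 buffer with MgCl2, Tween-20, BSA, BME; Schedule: 90 min reaction incubation at room temperature, dark; Technique: coupled resazurin fluorescence, excitation 525 nm, emission 613 nm.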
# mIAP activ – mouse IAP activation; muIAP, CDP-Star luminescence, 30 min; hits give high values; 1 = vehicle-only enzyme signal, 0 = enzyme-free wells; activation factor at 10 µM; hit rate 0.24% among 330,000;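 active = activation factor of at least 2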; also: the source names both 10 and 20 µM as test concentration; values of inactives mirror those of a sister screen read the other way
#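 also added = chemiluminescent substrate CDP-Star | test system = mouse IAP enzyme | signal = chemiluminescence readout | compound = DMSO-dissolved test compounds | incubation = 30 min at room temperature | benchmarks = DMSO wells, no-enzyme wells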
# APOBEC3A inh – blocks human APOBEC3A ssDNA deamination | P31941 | recombinant A3A, FAM/TAMRA ssDNA deamination fluorescence | inhibition, % at 20 µM | hit rate 0.41% among 330,000 | AID 493011;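 active = at least 40% inhibition at 20 µM here, with at most 30% in a related deaminase screen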;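 also: plate controls were A3A with DMSO for no effect and wells lacking A3A enzyme for full effect; some results filed as inactive read as strong as hits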
# Target sequence (P31941 whole entry, looked up): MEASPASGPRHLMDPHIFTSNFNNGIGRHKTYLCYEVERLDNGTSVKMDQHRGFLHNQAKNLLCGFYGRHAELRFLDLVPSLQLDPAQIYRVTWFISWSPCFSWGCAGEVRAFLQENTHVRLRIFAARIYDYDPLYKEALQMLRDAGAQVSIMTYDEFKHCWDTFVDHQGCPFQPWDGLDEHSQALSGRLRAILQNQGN
# ATG4B inh – ATG4B (human) cysteine protease inhibition. inhibition, % at 8.33 µM. hit rate 0.51% among 340,000. ATG4B cleavage of LC3-PLA2, NBD-HPC fluorescence, 1 h. AID 504462; in the data active = inhibition above about 40%
# hIAP inh – blocks human intestinal alkaline phosphatase. hit rate 0.12% among 330,000. P09923. purified IAP, CDP-Star luminescence, 30 min. inhibition, % at 10 µM;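 active = inhibition reaching a set limit with compound at 10 µM in the primary screen, cut at about 35% in these data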;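 also: plate controls were DMSO wells with enzyme for no effect and no-enzyme buffer wells for full effect; values of inactives mirror those of a sister screen read the other way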
# hIAP act – increases human intestinal alkaline phosphatase activity; P09923; purified human IAP, CDP-Star luminescence, 30 min; hits give high values; 1 = vehicle-only enzyme, 0 = enzyme-free background; activation factor at 10 µM; hit rate 0.16% among 330,000; AID 2524;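 active = activation factor of the enzyme at least 2-fold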; also: the source names both 10 and 20 µM as test concentration; values of inactives mirror those of a sister screen read the other way
# PfG6PD inh – PfG6PD (Plasmodium falciparum) enzyme inhibition; PfGluPho enzyme, NADPH resazurin-diaphorase fluorescence; inhibition, % at 20 µM; hit rate 0.78% among 350,000;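 active = inhibition reaching at least a set limit at 20 µM in the primary screen, cut at about 59% in these data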;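 also: 0% = DMSO wells with substrate and 100% = DMSO wells lacking glucose-6-phosphate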
# An asterisk follows results filed as active; . = not tested or not shown; & = joins results of further samples.
# Start of the listing, in advance:
SMILES,mIAP inh,HKDC1 inh,mIAP activ,APOBEC3A inh,ATG4B inh,hIAP inh,hIAP act,PfG6PD inh
CCOc1ccccc1Nc1nc2ccc(C)cc2n2cnnc12,8,-2,0.92,-3,-5,-9,1.1,-5
Clc1cc(/C=N\NC2=NCCN2)cc(Cl)n1,2,2,0.98,-5,-4,-6,1.1,-11
O=C(Nc1ccc(F)cc1)Nc1ccccc1C(=O)NCCN1CCNC1=O,-1,0,1,1,8,7,0.93,-5

# Main list, previewed entries included:
SMILES,mIAP inh,HKDC1 inh,mIAP activ,APOBEC3A inh,ATG4B inh,hIAP inh,hIAP act,PfG6PD inh
CCOc1ccccc1Nc1nc2ccc(C)cc2n2cnnc12,8,-2,0.92,-3,-5,-9,1.1,-5
Clc1cc(/C=N\NC2=NCCN2)cc(Cl)n1,2,2,0.98,-5,-4,-6,1.1,-11
O=C(Nc1ccc(F)cc1)Nc1ccccc1C(=O)NCCN1CCNC1=O,-1,0,1,1,8,7,0.93,-5
CCN(CC(=O)Nc1cc(Cl)ccc1C)c1ncnc2sc(C)c(C)c12,-18,18,1.2,1,-3,-21,1.2,8
C=CCSc1nnc(NC(=O)CSc2nc(CCC)cc(=O)[nH]2)s1,-5,3,1.1,-3,-3,9,0.91,-45
CC(C)[C@@H](C(=O)NCC1CCC(C(=O)O)CC1)n1nnc2ccccc2c1=O (stereo not given in full),3,-2,0.97,-3,-6,-48,1.5,-4
Cc1ccc(NC(=O)/C(=C\c2ccc3c(c2)OCO3)NC(=O)c2ccco2)cc1,6,1,0.94,-5,-3,-2,1,-7
Cc1ccccc1N1CCN(C2CCCN(C(=O)CCN3CCCCO3)C2)CC1 (stereo not given),3,1,0.97,-3,3,0,1,-3
Cn1nc(C(C)(C)C)cc1C(=O)NCc1ccc2c(c1)OCO2,-7,0,1.1,6,3,-1,1,-1
O=C(CCC(=O)N/N=C/c1ccccc1O)NCc1ccccc1,-2,5,1,1,12,-50,1.5,-37
COc1cc2c(=O)n(CCC(=O)NCC3CCCO3)c(=O)n(CC(=O)Nc3ccc(C)cc3C)c2cc1OC (stereo not given),-2,-3,1,-3,-9,1,0.99,3
O=C(COC(=O)c1cn(-c2ccccc2)nc1-c1ccccc1)c1cccc([N+](=O)[O-])c1,3,-2,0.97,-2,5,6,0.94,16
Cc1nc(NCc2ccccc2)c(C(N)=O)c2c1COC(C)(C)C2,-10,0,1.1,-2,-7,-14,1.1,-3
CC1CN(S(=O)(=O)c2ccc(C(=O)N(CCCN(C)C)c3nc4cc5c(cc4s3)OCCO5)cc2)CC(C)O1 (stereo not given),10,-4,0.9,5,-4,4,0.96,4
CCOC(=O)C1=C(C)N(Cc2ccccc2)C(=O)NC1c1ccccc1OS(=O)(=O)c1ccccc1[N+](=O)[O-] (stereo not given),10,-1,0.9,-3,2,12,0.88,8
CCOc1c(Br)cc(/C=C(\C#N)C(=O)NC2CC2)cc1OC,1,0,0.99,2,-1,41*,0.59,13
Cc1ccc(S(=O)(=O)/N=C(/Nc2ccc3[nH]c(=O)[nH]c3c2)c2ccc(F)cc2)cc1,-3,-4,1,-1,-14,-6,1.1,11
O=S1(=O)N=C(N2CCc3ccccc3C2)c2ccccc21,2,-3,0.98,-3,-7,-22,1.2,-16
O=C(NCc1ccccn1)C(=O)NCC1OCCCN1S(=O)(=O)c1ccc(F)cc1 (stereo not given),2,-5,0.97,-5,5,-4,1,-8
NCCNc1cc(N2CCCC2)ccc1[N+](=O)[O-],12,-4,0.88,-1,1,16,0.84,2
N#Cc1ccccc1NC(=O)CNc1ccccc1N1CCCCC1,-6,7,1.1,0,4,13,0.87,12
COc1ccccc1N1CCN(S(=O)(=O)CCNC(=O)c2cc(=O)c3ccccc3o2)CC1,4,-4,0.95,-2,-7,8,0.92,14
CCOc1ccc(C(=O)c2nc3c(n2O)CCCC3)cc1,-12,3,1.1,-5,-3,-19,1.2,-15
CCOC(=O)c1c(NC(=O)CN2C(=O)NC(C)(c3ccc(OC(F)F)cc3)C2=O)sc(C)c1C (stereo not given),-1,-6,1,-1,24,-21,1.2,17
COc1cccc(CNC(=O)CCCN2C(=O)C(c3ccccc3)Oc3cccnc32)c1OC (stereo not given),0,-5,1,-4,13,-15,1.1,0

# Additional compounds follow.
SMILES,mIAP inh,HKDC1 inh,mIAP activ,APOBEC3A inh,ATG4B inh,hIAP inh,hIAP act,PfG6PD inh
Cc1c(C)c2c(OCC(=O)N3CCC(C(=O)NCC(C)C)CC3)cc3c(c2oc1=O)CCC(C)(C)O3,-1,-1,1,-3,4,-21,1.2,3
CCOC(=O)Cc1csc(NC(=S)NC(=O)C(C)(C)C)n1,-6,-10,1.1,1,-6,-5,1,3
CCOC(=O)c1ccccc1NC(=O)COc1coc(CN2CCc3ccccc32)cc1=O,7,1,0.93,1,11,10,0.9,17
COc1ccccc1CN1C(=O)[C@@H]2C(CC(N)=O)NC3(C(=O)Nc4c3ccc(Cl)c4C)[C@@H]2C1=O (stereo not given in full),2,-6,0.98,-1,-5,23,0.77,13
Cc1ccc(/C=N/NS(=O)(=O)c2ccc([N+](=O)[O-])cc2)o1,3,4,0.97,1,-10,5,0.95,-8
O=C(NCC1CC1)c1ccc(Oc2cc(Cl)cc(Cl)c2)o1,-7,4,1.1,-5,7,-25,1.3,-11
COc1cc2c(c(OC)c1OC)C(c1ccc(O)cc1)CC(=O)O2 (stereo not given),-1,9,1,2,1,.,.,7
O=C(COc1ccc(F)cc1)N1CCCc2ccccc21,9,-7,0.91,-1,6,-5,1,7
O=C1NC2(CCC3(CC2)OCCO3)NN1c1ccccc1,18,0,0.82,-5,15,5,0.95,-11
COc1ccc(OC)c(CN2CCN(CC(=O)Nc3ccccc3C(=O)NC3CC3)CC2)c1,0,-5,1,-2,-14,4,0.96,2
Cc1cccc(-n2c(O)c(C=Nc3c(C)n(C)n(-c4ccccc4)c3=O)c3ccccc3c2=O)n1,-5,-5&-7,1.1,4,-10&3,6,0.94,-4&-6
CC(C)(C)C(=O)Nc1ccc(C(=O)NCc2cccnc2)cc1,-1,-6,1,-4,-4,-16,1.2,-13
Cc1cc(OCC(=O)NCc2ccncc2)c2c(C)c(C)c(=O)oc2c1,0,3,1,-3,-9,7,0.93,16
CC(C)C(=O)Nc1cccc(C(=O)Nc2ccc(S(=O)(=O)Nc3nccs3)cc2)c1,3,0,0.97,-2,-10,11,0.89,-12
Cc1ccc(NC(=O)COC(=O)CC2CCCC2)cc1Cl,-3,.,1,-3,.,10,0.9,.
CCS(=O)(=O)n1nc(-c2ccc(Cl)cc2)nc1SC,-4,2,1,0,6,0,1,4
Cc1nc(NC(C)C)c2cnn(CCc3ccccc3)c2n1,-3,7,1,-19,7,-37,1.4,35
O=C(/C=C/c1ccc(Cl)c(C(F)(F)F)c1)N1CCN(c2ccccn2)CC1,9,-3,0.91,-2,9,15,0.85,-3
CCOc1ccccc1-c1nnc(SCC(=O)Nc2ccccc2)o1,0,5,1,-4,6,13,0.87,-6
CC1Cc2ccccc2N1S(=O)(=O)c1cccc(C(=O)NCC(c2ccco2)N2CCCC2)c1 (stereo not given),1,-2,0.99,-1,-13,14,0.86,8
CCCc1cc(=O)[nH]c(SCC(=O)c2cc(C)n(CCOC)c2C)n1,-3,1,1,-3,-10,9,0.91,-28
O=c1c2c3c(sc2nc2sc(C4CC4)nn12)CCCC3,-2,-2,1,1,2,0,1,21
COc1cc(/C=N/Nc2ccc(Cl)c(C(=O)O)c2)ccc1OC(=O)c1ccccc1F,17,-3,0.83,-1,14,4,0.96,-7
Cc1c(Cl)cccc1NC(=O)CCN1CCC(C(N)=O)CC1,5,-6,0.95,-8,5,-2,1,-17
COc1cc2c(cc1OC)C1(CCCC1)C(N)=C2C#N,1,-3,0.99,0,-6,-15,1.1,8

# Other results follow:
SMILES,mIAP inh,HKDC1 inh,mIAP activ,APOBEC3A inh,ATG4B inh,hIAP inh,hIAP act,PfG6PD inh
COc1ccc(C)cc1S(=O)(=O)N1CC(C)OC(C)C1 (stereo not given),2,1,0.98,-5,10,2,0.97,-13
Cc1ccc(NC(=O)COC(=O)CCc2nc3ccccc3n2-c2ccccc2)c(C)c1,4,5,0.96,-2,-53,-2,1,-10
C=CCSc1nnc(N2C(=O)C(O)=C(C(=O)c3ccco3)C2c2ccccc2F)s1 (stereo not given),17,4,0.83,0,-6,13,0.87,30
CCCCN1CC(=O)N2[C@H]3c4cc(Cl)ccc4OC[C@@H]3[C@H](C(=O)OCC)[C@]2(C)C1=O,-11,-3,1.1,-2,-8,-1,1,-8
O=C(NCCN1CCN(c2ccccc2F)CC1)C1CCCN(S(=O)(=O)c2cnc[nH]2)C1 (stereo not given),-5,-5,1.1,0,-17,-1,1,-4
COc1ccc(CCC(=O)NCCS(=O)(=O)N2CCN(c3ccccc3OC)CC2)cc1,-6,3,1.1,3,-7,-13,1.1,15
CCOC(=O)C1(CC)NC(c2ccco2)C2C(=O)N(CC)C(=O)C21 (stereo not given),-20,4,1.2,-5,-4,-2,1,-1
CCOc1cc(/C=N\NC(=O)Cc2ccccc2)ccc1OCC(=O)Nc1ccc(C)c(C)c1,-12,-3,1.1,-2,-5,-6,1.1,-4
COc1ccccc1NC(=S)N=Nc1c(O)[nH]c2ccc(Br)cc12,11,-11,0.89,3,2,-34,1.3,-1
CN(c1ccc(OCC(=O)N2CCCCC2)cc1)S(=O)(=O)c1cccs1,-6,2,1.1,-1,-5,3,0.97,-5
Cc1cc(NC(=O)CC(C)C)c(=O)n(Cc2ccccc2F)c1,-4,9,1,2,8,-8,1.1,9
O=[N+]([O-])c1cccc(S(=O)(=O)N/N=C\c2ccc3c(c2)OCO3)c1,-9,-4,1.1,3,-1,14,0.86,4
CCCN1CCN(S(=O)(=O)c2c(C)[nH]c(C)c2C(=O)N2CCCCC2)CC1,7,-6,0.93,-5,2,1,0.99,10
CC1S/C(=C(\C#N)C(=O)NCc2ccco2)N(c2ccc(F)cc2)C1=O (stereo not given),-1,-2,1,-6,-3,14,0.86,0
CCSc1nnc2ccc(-c3cccs3)nn12,5,-2,0.95,0,-4,6,0.94,-9
CCOc1cc(C2C(C(=O)c3ccccc3)=C(C(=O)OC)Nc3nnnn32)ccc1O (stereo not given),6,-6,0.94,-9,-1,4,0.96,-13
Cc1ccc(NC2CCCN(C(=O)c3cc4ncccn4n3)C2)cc1C (stereo not given),-1,6,1,-4,8,7,0.93,2
O=C(NNc1ccc([N+](=O)[O-])cc1)C1C2CCCCC21 (stereo not given),12,-16,0.88,-5,12,12,0.88,-1
N#Cc1ccccc1OCC(=O)NCC(c1cccs1)N1CCOCC1 (stereo not given),5,2,0.95,-4,0,-25,1.2,3
COc1cccc(-n2c(SCC(N)=O)nc3c([nH]c4ccccc43)c2=O)c1,-1,2,1,-3,-15,0,1,35
O=C(c1cccs1)N(C(=O)c1cccs1)c1ccc(Br)cn1,5,10,0.95,-2,18,4,0.96,-9
N#Cc1cnc2ncnn2c1-c1ccccc1,3,-8,0.97,-4,-12,10,0.9,11
Cc1ccc(/C=N/n2c(-c3ccccn3)n[nH]c2=S)o1,-6,-1,1.1,-1,-10,4,0.96,20
CCOC(=O)N1CCN(c2c(N3CCN(c4ccccc4OC)CC3)c(=O)c2=O)CC1,-3,-1,1,-4,0,8,0.92,-14

# Two of these compounds in a different format.
structure	mIAP inh	HKDC1 inh	mIAP activ	APOBEC3A inh	ATG4B inh	hIAP inh	hIAP act	PfG6PD inh
CCOc1cc(/C=N\NC(=O)Cc2ccccc2)ccc1OCC(=O)Nc1ccc(C)c(C)c1	-12	-3	1.1	-2	-5	-6	1.1	-4
COc1ccc(C)cc1S(=O)(=O)N1CC(C)OC(C)C1 (stereo not given)	2	1	0.98	-5	10	2	0.97	-13
